Screens (PubChem)
RXFP1 ag: qHTS Assay for Agonists of the Relaxin Receptor RXFP1; Relaxin receptor 1 (Homo sapiens), Q9HBX9; HEK293T-RXFP1 cAMP TR-FRET, 30 min; response scale: percent of porcine relaxin response, buffer zero; hit rate 0.3% among 370,000; Potency, µM (doses to about 57.5 µM), inactives show top-dose activation, most hits filed as activators; note: potency is the fitted concentration of half-maximal effect; % is set by controls: 0 for no effect and ±100 for the full control effect; nearly all actives have a fitted effect of over 60% in size; many of its hits are not listed in these tables
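HEK293T cells stably expressing RXFP1 were pretreated with the PDE4 inhibitor Ro 20174, exposed to compounds for 30 min at 37C, lysed, and cAMP was read by TR-FRET. Data normalized to buffer (basal) and 29 nM porcine relaxin (100%).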
USP1-UAF1 inh: Inhibitors of USP1/UAF1: Primary Screen; Ubiquitin carboxyl-terminal hydrolase 1 (Homo sapiens), O94782; recombinant USP1/UAF1, Ub-Rhodamine cleavage fluorescence; Potency, µM (series often up to 57.1 µM), for the others: at the highest dose activity change, negative = inhibition, hits mostly inhibitors; hit rate 0.23% among 390,000; note: potency is the fitted concentration of half-maximal effect; % is set by controls: 0 for no effect and ±100 for the full control effect; nearly all actives have a fitted effect of over 60% in size; inactives centre near -12
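1 nM enzyme complex + cpd, 15 min RT; start with Ub-Rho 150nM final; kinetic fluorescence ex 480/em 540, 6 reads q60 s. Buffer 50mM HEPES pH 7.8, 0.5mM EDTA, 0.1 mg/ml BSA, 1mM TCEP, 0.01% Tween-20.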
Vif-APOBEC3G blk: qHTS for Inhibitors of Vif-A3G Interactions: qHTS. hit rate 0.076% among 410,000. HeLa A3G-eYFP + Vif (tagged APOBEC3G with the HIV-1 protein that degrades it), YFP fluorescence, overnight. Potency, µM (top dose mostly 46.1 µM), for inactives: at the top dose activity, negative = active, actives largely listed as inhibitors. DNA dC->dU-editing enzyme APOBEC-3G (Homo sapiens), Q9HC16;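 note: potency is the fitted concentration of half-maximal effect; % is set by controls: 0 for no effect and ±100 for the full control effect; nearly all actives have a fitted effect of over 60% in size; hits raise eYFP signal because A3G escapes Vif-driven loss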
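HeLa cells stably expressing Vif and C-terminally eYFP-tagged A3G, seeded overnight at 37 deg C, then exposed to compound by pintool overnight at 37 deg C. Rise in yellow fluorescence (Ex 488/Em 500-530, Acumen) marks blocked Vif-driven A3G degradation.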
mIDH1 inhibitor: qHTS for Inhibitors of mutant isocitrate dehydrogenase 1 (IDH1): qHTS | Isocitrate dehydrogenase [NADP] cytoplasmic (Homo sapiens), O75874 | IDH1-R132H enzyme, NADPH consumption, diaphorase/resazurin fluorescence | Potency, µM (doses to about 76.6 µM), for inactives: at the highest dose activity change, negative = inhibition, actives largely listed as inhibitors | hit rate 0.093% among 390,000; note: potency is the fitted concentration of half-maximal effect; % is set by controls: 0 for no effect and ±100 for the full control effect; nearly all actives have a fitted effect of over 65% in size
Target sequence (O75874 whole entry R132H, stated change not applied): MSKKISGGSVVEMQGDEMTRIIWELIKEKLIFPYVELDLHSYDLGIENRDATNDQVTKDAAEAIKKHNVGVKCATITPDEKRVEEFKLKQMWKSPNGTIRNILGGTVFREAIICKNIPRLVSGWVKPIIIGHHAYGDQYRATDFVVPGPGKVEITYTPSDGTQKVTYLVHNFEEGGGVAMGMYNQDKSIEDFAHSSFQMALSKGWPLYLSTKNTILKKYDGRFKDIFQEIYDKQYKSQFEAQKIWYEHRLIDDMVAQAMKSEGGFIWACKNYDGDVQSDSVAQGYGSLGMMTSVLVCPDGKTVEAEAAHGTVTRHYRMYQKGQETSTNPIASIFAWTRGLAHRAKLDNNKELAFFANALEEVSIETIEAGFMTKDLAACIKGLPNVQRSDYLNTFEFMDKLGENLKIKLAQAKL
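IDH1-R132H (0.5 ug/mL) preincubated 30 min with compound, then NADPH (0.016 mM) and alpha-KG (2 mM) added; 80 min at RT, pH 7.5. Remaining NADPH coupled via diaphorase/resazurin to fluorescence (540/590 nm); concentration-response curves normalized to no-enzyme control.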
LDHA inh: qHTS assay for inhibitors of human lactate dehydrogenase. hit rate 0.15% among 480,000. purified LDHA, NADH/diaphorase-resazurin fluorescence; hits give low values. AID 1347041, 2019. activity change, % (values are at about 110 or 230 µM); in the data active = activity change below about -30%; inconclusive = mostly about -25% to -30%;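 note: plate controls were DMSO wells for no effect and wells without enzyme for full effect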
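Resorufin fluorescence (ex540/em590), read at 0 and 20 min after diaphorase/resazurin addition, reports the NADH left after a 5 min room-temperature reaction of 2 nM human LDH5 with 0.06 mM NADH and 0.2 mM pyruvate.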
GRP78 ERSR act: qHTS for Inducers of the Endoplasmic Reticulum Stress Response (ERSR) in Human Glioma: qHTS; U87-MG GRP78 promoter luciferase reporter, 16 h; hit rate 0.02% among 420,000; Potency, µM, for inactives: top-dose activation, hits mostly activators; note: potency is the fitted concentration of half-maximal effect; series mostly up to about 76 µM; % of control where 0% means no effect; nearly all actives have a fitted effect of over 35% in size
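Stably transfected U87-MG human glioma cells carrying a GRP78-based luminescent sensor were seeded at 1000 cells/well, pin-dosed with compounds and incubated 16 h. Luciferase reagent was then added, and end-point luminescence was read after 10 min at room temperature.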
TrxR1 substrate: qHTS Assay for Substrates of Mammalian Selenoprotein Thioredoxin Reductase 1 (TrxR1): qHTS. Thioredoxin reductase 1, cytoplasmic (Rattus norvegicus), O89049. purified TrxR1 substrate turnover, NADPH consumption readout. Potency, µM (top dose mostly 114 µM), inactives show at the highest dose activity change, negative = substrate turnover. hit rate 0.01% among 390,000. AID 588456, 2011; note: potency is the fitted concentration of half-maximal effect; % is set by controls: 0 for no effect and ±100 for the full control effect; nearly all actives have a fitted effect of over 50% in size
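Rat TrxR1, dispensed at 90 nM, was prereduced with 400 uM NADPH (final) for 5 min at ~22 deg C, then incubated with compound 15 min before 400 uM selenite. A first-read NADPH fluorescence drop versus no-compound background flagged substrates.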
PI4K2A block: qHTS for small molecular inhibitors of PI4K2A; Phosphatidylinositol 4-kinase type 2-alpha (Homo sapiens), Q9BTU6; purified PI4K2A, ADP-Glo luminescence, 1 h; hits give low values; activity change, negative = inhibition, % at 76.9 µM; hit rate 0.13% among 420,000; in the data active = activity change below about -50%; inconclusive = mostly about -30% to -49%;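 note: -100% = wells without enzyme as full effect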
Target sequence (Q9BTU6 whole entry, looked up): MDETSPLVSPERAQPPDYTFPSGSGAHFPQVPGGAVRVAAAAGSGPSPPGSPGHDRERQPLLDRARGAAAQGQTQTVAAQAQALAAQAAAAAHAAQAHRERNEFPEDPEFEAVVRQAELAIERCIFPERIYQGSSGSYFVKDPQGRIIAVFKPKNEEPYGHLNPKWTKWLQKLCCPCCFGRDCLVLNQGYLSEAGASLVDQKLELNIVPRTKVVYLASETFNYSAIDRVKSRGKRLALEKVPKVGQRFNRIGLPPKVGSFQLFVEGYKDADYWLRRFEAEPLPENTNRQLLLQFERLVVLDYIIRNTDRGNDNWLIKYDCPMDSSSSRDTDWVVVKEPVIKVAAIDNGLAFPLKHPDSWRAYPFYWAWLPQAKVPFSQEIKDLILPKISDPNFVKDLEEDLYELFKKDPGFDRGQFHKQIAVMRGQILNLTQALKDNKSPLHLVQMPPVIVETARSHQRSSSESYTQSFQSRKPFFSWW
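ADP-Glo luminescence measured ADP generated by PI4K2A enzyme (4 ug/mL before mixing) with 1.2 mM PI substrate (pre-mix) and 300 microM ATP (pre-mix). Tris pH7.5 buffer with MgCl2, Triton X-100; 1 h reaction at ambient temperature.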
Vif-A3F inh: qHTS for Inhibitors of Vif-A3F Interactions: qHTS | HeLa A3F-eYFP + Vif (tagged APOBEC3F with the HIV-1 protein that degrades it), YFP fluorescence increase | Potency, µM (top dose mostly 46.1 µM), inactives show top-dose activity, negative = active | hit rate 0.2% among 390,000 | AID 602313, 2012; note: potency is the fitted concentration of half-maximal effect; % of control where 0% means no effect; nearly all actives have a fitted effect of over 65% in size
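HeLa cells stably expressing Vif plus C-terminally eYFP-tagged A3F were seeded, incubated overnight at 37 deg C, dosed with compound, incubated overnight again at 37 deg C. Yellow fluorescence (Ex 488/Em 500-530) reported blocked Vif-mediated A3F-eYFP degradation.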
* = called active by the depositor; ? = inconclusive; · = not tested or not shown; & = joins results of further samples; [ ] = dose if it differs, or a comment. Unless noted, calls come from the whole dose curve; as a rule, active = well fitted curve in the direction sought with a large enough effect; inconclusive = small, poorly fitted or top-dose-only effect, or another doubt; inactive = no such curve, though single readings can be large; an effect the other way counts as inactive or inconclusive. A portion of the library. The share of hits here may be higher or lower than overall.

SMILES	RXFP1 ag	USP1-UAF1 inh	Vif-APOBEC3G blk	mIDH1 inhibitor	LDHA inh	GRP78 ERSR act	TrxR1 substrate	PI4K2A block	Vif-A3F inh
CCC1(CC)C(=O)N(C)C(=O)NC1=NCc1ccccc1	1.0%	-8.0%	-3.5%	6.1%	-5.7	-1.0%	10.1%[57.1 µM]	0.9	-17.7%
CCc1ccc(-n2nc(CO)c(C(=O)NCc3ccccc3OC)n2)cc1	1.2%	-1.3%	-5.6%	-7.1%	-5.2	-1.5%	6.7%	-3.9	-0.3%
CCn1cc(CCC(=O)NCc2ccc(C)cc2)c2ccccc21	5.3%	-4.2%	-1.3%	-8.0%	-4.4	-1.7%	-1.6%	-0.6	0.4%
COc1cccc(CN(C)C(=O)CC2C(=O)NCCN2C2Cc3ccccc3C2)c1 (centres undefined)	-0.4%	-13.9%	-0.5%	1.7%	-3.1	-2.5%	-10.2%	0.6	0.0%
O=C(O)c1cccc(-n2cccc2/C=C2/SC(=O)N(CC(=O)N3CCCC3)C2=O)c1	1.2%	-11.7%	-3.9%	0.8%	3.2	0.5%	-11.1%	-3.9	14.9%
CCOC(=O)C1CCN(S(=O)(=O)c2ccc3c(c2)N(C(C)=O)CCO3)CC1	4.2%	-27.4%	9.4%	-6.6%	-3.3	1.5%	3.5%	-0.5	0.5%
CCOC(=O)C(Sc1nnc2c3ccccc3n(CC)c2n1)C(=O)OCC	5.6%	-6.6%	2.8%	-0.4%	3.1	-1.8%	-17.9%	-5.9	-14.2%
CCOC(=O)C1(Cc2cccc(OC)c2)CCN(Cc2cnc(C)s2)CC1	-0.1%	-13.2%	-0.1%	-2.9%	-8.9	0.3%	3.2%[57.1 µM]	-2.0	-0.3%
CCCOc1ccc(-c2nnn(CC(=O)N3CCCCC3)n2)cc1	-1.2%	-21.8%	4.2%	0.3%	0.7	7.2%	4.6%	-1.9	-0.3%
O=C(/C=C/c1ccc2c(c1)OCCO2)N1CCN(c2ccc(F)cc2)CC1	-0.7%	-16.6%	3.8%	24.1%	-3.7	1.5%	-7.0%	0.5	0.9%
CCOc1cccc(-c2c(C(=O)N/N=C/c3c(F)cccc3Cl)nnn2-c2nonc2N)c1	-2.1%	-11.0%	0.8%	-0.1%	-5.5	-3.6%	-8.2%	2.5	-1.0%
CCCNC(=O)c1nc(C)n(-c2ccc([N+](=O)[O-])cc2)n1	0.7%	?	-1.0%	0.1%	-5.0	1.9%	2.6%[57.1 µM]	1.7	-6.1%

Entries from the list above with an aryl methoxy group:
SMILES	RXFP1 ag	USP1-UAF1 inh	Vif-APOBEC3G blk	mIDH1 inhibitor	LDHA inh	GRP78 ERSR act	TrxR1 substrate	PI4K2A block	Vif-A3F inh
CCc1ccc(-n2nc(CO)c(C(=O)NCc3ccccc3OC)n2)cc1	1.2%	-1.3%	-5.6%	-7.1%	-5.2	-1.5%	6.7%	-3.9	-0.3%
COc1cccc(CN(C)C(=O)CC2C(=O)NCCN2C2Cc3ccccc3C2)c1 (centres undefined)	-0.4%	-13.9%	-0.5%	1.7%	-3.1	-2.5%	-10.2%	0.6	0.0%
CCOC(=O)C1(Cc2cccc(OC)c2)CCN(Cc2cnc(C)s2)CC1	-0.1%	-13.2%	-0.1%	-2.9%	-8.9	0.3%	3.2%[57.1 µM]	-2.0	-0.3%

Later entries
SMILES	RXFP1 ag	USP1-UAF1 inh	Vif-APOBEC3G blk	mIDH1 inhibitor	LDHA inh	GRP78 ERSR act	TrxR1 substrate	PI4K2A block	Vif-A3F inh
CC(=O)N1CCC2(CC1)OC(=O)C(C)=C2C(=O)Nc1cc(C)ccc1C	0.9%	-7.1%	2.0%	-15.0%	0.6	-2.6%	3.4%	2.6	-0.1%
COc1ccc(C(=O)COC(=O)c2cc(-c3cccs3)nc3ccccc23)cc1	8.9%	-20.6%	-3.5%	0.0%	-4.9	1.5%	51.4%[activator]	1.3	-8.1%
CC[C@]12c3[nH]c4ccc(OC)cc4c3CCN1C(=O)C(CC(=O)NC(C)(C)C)C[C@@H]2C(=O)N1CCN(C(=O)c2ccco2)CC1 (some centres undefined)	·	-13.6%	-1.4%	23.8%	0.2	-1.9%	0.3%	1.4	5.7%
CC1(C)Cc2c(sc3c2c(=O)n(Cc2ccccc2)c2nncn32)CO1	0.2%	-1.3%	-0.1%	8.1%	-0.9	-4.4%	-3.1%	-4.2	5.5%
CC(O)(c1ccc(F)c(F)c1)c1nc(-c2ccc(Cl)cc2)cs1 (centres undefined)	·	·	-12.3%	·	-4.6	-6.2%	·	-1.7	·
CN(C)c1ccc(CN(CC2CCCO2)C(=O)c2cccs2)cc1 (centres undefined)	-4.2%	-18.4%	3.3%	0.0%	2.3	-3.5%	11.0%	-2.3	4.4%
N#CCSc1ccc(S(=O)(=O)N2CCOCC2)cn1	·	-23.7%	-1.0%	-7.2%	-3.4	-5.2%	10.2%[57.1 µM]	-2.8	4.2%
COc1ccc(C(=O)Nn2cnnc2)cc1	-0.8%	-7.3%	1.1%	8.2%	-5.8	-1.4%	5.7%	0.7	0.0%
COc1ccc(-n2c(=O)c3sc4ccccc4c3n(Cc3ccccc3)c2=O)cc1	?	?	2.3%	-4.5%	1.1	-2.1%	0.1%	2.4	-0.6%
O=C(Cn1ccc2ccccc2c1=O)NCCC(=O)Nc1ccc(F)cc1F	-2.0%&-0.2%	?	0.0%&-1.2%	1.9%&34.8%	-7.8&-3.5	3.1%&-2.2%	9.8%[57.1 µM]	0.3&-1.0	-0.1%&4.1%
COC(=O)CCC(=O)CN	-1.0%	-17.5%	-1.6%	-8.7%	-6.4	-3.4%&-4.3%	-7.6%	-4.4	-14.9%
CCOc1ccc(CC(=O)NNC(=S)Nc2ccc(OC)c(OC)c2)cc1	0.8%	-16.2%	-10.1%	-10.8%	-0.4	-5.1%	8.7%[57.1 µM]	-12.8	1.0%
COc1ccc(C(C)=O)cc1COC(=O)c1cc(C)nc2ccccc12	-0.1%	-26.0%	1.4%	0.0%	-0.9	1.1%	5.7%	10.9	0.8%
COC1=C(C)C(=O)C2=C(C1=O)C1C3CC4=C(C(=O)C(OC)=C(C)C4=O)C(CNC(=O)C(C)=O)N3C(C#N)C(C2)N1C (centres undefined)	·	?	-8.8%	17.7%	44.1	-14.0%	-1.6%[11.4 µM]	-7.0	11.9%
Cc1ccc(CNS(=O)(=O)c2cc(Br)cc3c2N(C(=O)C2CC2)CC3)cc1	-1.8%	-24.6%	0.7%	1.2%	-15.2	-3.3%	-5.1%	-0.9	0.7%
Cc1ccc2c(c1)nnn2C1CCN(S(C)(=O)=O)CC1	3.6%	-9.7%	-1.1%	9.3%	-5.8	-1.7%	12.0%[57.1 µM]	-0.4	-7.8%
CCCn1c(-c2cccc([N+](=O)[O-])c2)nc2c1c(=O)[nH]c(=O)n2Cc1ccccc1	0.0%	-13.9%	0.8%	-3.4%	-4.6	-3.0%	-6.2%	-0.1	-10.6%
CC1Cc2ccccc2N1CC(=O)NC(=O)NCc1ccco1 (centres undefined)	-0.6%	-10.1%	-10.0%	0.3%	4.5	-2.3%	6.0%	?	-15.3%
Cc1onc(C(=O)NN)c1C(=O)Nc1ncc(C(F)(F)F)cc1Cl	4.3%	-11.5%	-3.1%	8.0%	0.8	-1.7%	-0.6%[57.1 µM]	0.7	-5.8%
Cc1nc(C)c(CCNC(=O)c2ccc(C(F)(F)F)cc2)s1	-0.2%	-14.1%	-0.6%	4.9%	-1.6	-1.4%	-0.3%	3.2	4.5%
CN(C)CCCNCCCNC(=O)c1ccccn1	0.6%	-5.2%	0.8%	0.5%	-0.5	-4.9%	7.7%	3.9	-0.7%
O=C(CCSc1ccc(Cl)cc1)N1CCN(c2ccc(O)cc2)CC1	2.0%	-14.4%	-6.5%	6.0%	28.3	2.9%	4.5%	3.4	-0.7%
O=C1C2C(C(=O)N1/N=C/c1ccco1)C1C=CC2C12CC2 (centres undefined)	-0.7%	-1.5%	2.9%	-3.0%	-5.0	-4.2%	-0.7%	-6.3	-4.8%
O=C(CNC(=S)N(CCCN1CCOCC1)Cc1cccs1)N1CCOCC1	1.7%	7.4%	0.5%	15.4%	-3.2	-3.2%	6.8%[57.1 µM]	8.7	1.2%
